KOR beta-arrestin-1 = KOR antagonists, beta-arrestin recruitment, cell-based, luminescence, uHTS (AID 1778); KOR beta-arrestin recruitment, luminescence, antagonist mode; higher % means a stronger effect; inhibition, % at 10 µM; hits with a dose series show IC50 in µM; 0.091% of 290,000 active; note: strong numbers were not always called active
SIAH1 antagonists = blockers of Siah-1 interaction with plectin peptide – biochemical, fluorescence polarization, rhodamine-plectin, uHTS, primary screen (AID 1817); Siah-1 / rhodamine-plectin peptide fluorescence polarization; higher % means a stronger effect; displacement, % at 20 µM; hits with a dose series show IC50 in µM; 0.02% of 290,000 active;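 active = displacement of at least 50% at 20 µM, with a fluorescence ratio check between 0.3 and a set limit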;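 note: plate controls were Siah plus tracer with DMSO for no effect and tracer alone without Siah for full effect; strong numbers were not always called active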
HIV fusion peptide = cell-free HIV fusion peptide-binding blockers – biochemical, uHTS, fluorescence dequenching, primary screen (AID 1986) | cell-free peptide binding, fluorescence dequenching, 30 min; higher % means a stronger effect | 0.3% of 290,000 active | inhibition, % at 20 µM, or IC50 in µM where a hit was titrated; in the data active = inhibition mostly above about 52%, no sharp cut-off; inactive = mostly below about 76%; note: some results filed as inactive read as strong as hits
Myeloid diff 2 = myeloid differentiation induction; ER-HoxA9 myeloid progenitors, lysozyme-GFP differentiation, flow cytometry; 1% of 360,000 active; AID 624256; calls only at 10 µM;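 active = normalized GFP-positive differentiation at or above the plate's own cutoff, the solvent-only control mean plus 3 SD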;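 note: cells exposed to compound for four days before flow analysis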
PhoP inhibition = PhoP-dependent GFP reporter repression – Salmonella Typhimurium, primary screen (AID 1863). 0.16% of 300,000 active. inhibition, % at 50 µM, or IC50 in µM where a hit was titrated. S. Typhimurium PhoP-regulated promoter GFP reporter, 4 h; higher % means a stronger effect;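 active = inhibition over 29.93%, a cutoff 3 SD above the screen mean, later confirmed by dose response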;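 note: 0% = low Mg2+ inducing control and 100% = high Mg2+ repressing control; strong numbers were not always called active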
KOR beta-arrestin-2 = KOR agonists, beta-arrestin recruitment, primary screen, cell-based, luminescence, uHTS (AID 1777); KOR beta-arrestin recruitment, luminescence; higher % means a stronger effect; activation, % at 10 µM, or EC50 in µM where a hit was titrated; 0.02% of 280,000 active; in the data active = activation above about 50%, passing the limit was not always enough; note: a part of the inactive calls stands beside numbers as strong as those of hits
LYP inhibition = inhibitors of LYP phosphatase, biochemical, fluorescence intensity, uHTS (AID 1779); recombinant LYP phosphatase, fluorescence intensity; higher % means a stronger effect; one-dose inhibition, % at 11.5 µM; IC50 in µM for titrated hits; 0.054% of 290,000 active;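 note: plate controls were vehicle with enzyme for no effect and no enzyme for full effect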
NOD2 inhibition = NOD2 signaling inhibitors, cell-based, luminescence, uHTS, HEK293 (AID 1566). HEK293 NOD2/NF-kB luciferase reporter, luminescence; higher % means a stronger effect. inhibition, % at 4 µM, or EC50 in µM where a hit was titrated. 0.63% of 290,000 active; note: many of its hits are not listed in these tables
NOD1 inhibition = NOD1 signaling inhibitors, primary screen, cell-based, luminescence, uHTS (AID 1578) | NOD1-driven NF-kB luciferase reporter cells, luminescence; higher % means a stronger effect | inhibition, % at 4 µM; hits with a dose series show EC50 in µM | 1% of 290,000 active; in the data active = inhibition mostly above about 36%, no sharp cut-off; inactive = mostly below about 34%;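 note: HEK-293T reporter cells stimulated with the NOD1 agonist gamma-tri-DAP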
Myeloid diff 2 GFP+ MAC1+ % = further read-out of Myeloid diff 2, marked with its call; GFP+ MAC1+ double positive, %; measured here: differentiation confirmed by MAC1 staining
* marks the source's active call; other numbers are inactive results; i = inactive; · = no result given; + = active, no number; [ ] = dose if it differs, or a comment. Cut-off read from the data, not from the text of the source, unless noted: active = inhibition above about 50%; inactive = the rest.

SMILES	KOR beta-arrestin-1	SIAH1 antagonists	HIV fusion peptide	Myeloid diff 2	Myeloid diff 2 GFP+ MAC1+ %	PhoP inhibition	KOR beta-arrestin-2	LYP inhibition	NOD2 inhibition	NOD1 inhibition
COC(=O)CNC(=O)CCCCC(=O)NCC(=O)OC	-21%	-1%	0.9%	i	7.9	-6%	4.4%	-2%	0%	-14%
COCCN(C(=S)Nc1ccc(C)cc1)C(C)c1cccnc1 (stereo not drawn)	-16%	2%	-0.8%	i	0.9	-4%	0.0%	-6%	9%	-6%
OC(c1cccs1)c1nccc2ccccc12 (stereo not drawn)	17%	1%	-1.0%	i	0.5	4%	-7.6%	-4%	6%	-6%
CS(=O)(=O)c1nc(S(=O)(=O)c2ccc(Cl)cc2)c(NCc2ccccn2)s1	16%	8%	-1.4%	i	0.1	-2%	1.7%	-1%	-1%	-25%
CN(C)CCCn1c(SCC(=O)N2c3ccccc3Sc3ccccc32)nc2ccccc2c1=O	-62%	1%	-1.0%	i	0.0	5%	37%	-5%	24%	-34%
COc1ccc(N(CC(=O)N2CCCC2)S(=O)(=O)c2ccc(NC(C)=O)cc2)cc1	-55%	-3%	-0.5%	i	1.2	0%	4.0%	-9%	12%	-25%
COc1ccc(F)c(CN2CCC(CO)(Cc3cccc(C(F)(F)F)c3)CC2)c1	-16%	0%	-1.2%	i	0.3	7%	-3.8%	-8%	1%	-20%
CC(=O)c1ccc(-c2ccc(Cn3c(C)nc4cc(N)c(C)nc43)cc2)cc1	-20%[20 µM]	5%	-0.8%	i	0.8	5%	·	-3%	-2%	-36%
Cc1ccc(C(=O)NC(=S)Nc2ccccc2N2CCOCC2)cc1C	24%	2%	0.5%	i	0.8	-2%	0.5%	-6%	18%	1%
COCc1cc(=O)[nH]c(N2CCN(Cc3ccc4c(c3)OCO4)CC2)n1	24%	1%	-1.0%	i	0.7	7%	0.4%	-5%	0%	-4%
O=C(NCCNC1CCN(Cc2ccccc2)CC1)c1cccs1	-24%	5%	5.6%	·	·	9%	18%	0%	-14%	-23%
Cc1cccc2nc(CNC(=O)C3CCC(=O)N(Cc4ccccc4F)C3)cn12 (stereo not drawn)	12%	13%	0.6%	i	0.7	3%	-0.7%	-6%	7%	-17%
Cc1cccnc1NC(=O)C1CCN(S(=O)(=O)c2c(C)noc2/C=C/c2ccco2)CC1	-26%	26%	25%	i	0.2	3%	12%	4%	-2%	-25%
O=C(NN=C1CCCC1)c1cccs1	14%	-5%	-0.8%	i	0.8	6%	1.8%	-10%	-14%	12%
Cc1c(CCC(=O)N2CCC[C@H]2C(=O)O)c(=O)oc2cc3oc4c(c3cc12)CCCC4	-14%[20 µM]	0%	3.6%	i	7.6	-24%	-4.1%	-4%	39%	24%
CCC(CC)c1nnc(NC(=O)CN2C(=O)C3C4C=CC(C4)C3C2=O)s1 (stereo not drawn)	14%	3%	-2.2%	i	0.6	15%	17%	-10%	6%	7%
O=S(=O)(NC1CC1)c1ccc2c3c(cccc13)CC2	-2%	-2%	-0.5%	i	0.2	-9%	4.2%	1%	8%	-12%
O=C(Nc1ccc(CN2CCOCC2)cc1)c1cc2ccccc2o1	14%	1%	-0.8%	i	1.5	4%	-0.6%	2%	-109%	-44%
Cc1nc2cccc(C)n2c(=O)c1Cl	19%	1%	1.3%	i	1.2	3%	2.2%	4%	-8%	-12%
O=C(N/N=C/c1ccco1)c1ccccc1OCc1ccc(Br)cc1	6%	4%	60%	+	1.7*	12%	12%	17%	18%	-31%

Only SIAH1 antagonists and NOD1 inhibition, for some of the entries so far:
SMILES,SIAH1 antagonists,NOD1 inhibition
O=C(NCCNC1CCN(Cc2ccccc2)CC1)c1cccs1,5%,-23%
COc1ccc(F)c(CN2CCC(CO)(Cc3cccc(C(F)(F)F)c3)CC2)c1,0%,-20%
CC(=O)c1ccc(-c2ccc(Cn3c(C)nc4cc(N)c(C)nc43)cc2)cc1,5%,-36%
Cc1nc2cccc(C)n2c(=O)c1Cl,1%,-12%
Cc1cccc2nc(CNC(=O)C3CCC(=O)N(Cc4ccccc4F)C3)cn12 (stereo not drawn),13%,-17%
O=C(N/N=C/c1ccco1)c1ccccc1OCc1ccc(Br)cc1,4%,-31%

Remaining list, next part:
SMILES	KOR beta-arrestin-1	SIAH1 antagonists	HIV fusion peptide	Myeloid diff 2	Myeloid diff 2 GFP+ MAC1+ %	PhoP inhibition	KOR beta-arrestin-2	LYP inhibition	NOD2 inhibition	NOD1 inhibition
COC(=O)c1[nH]c2cccc(OC)c2c1NC(=O)CN(C)CC1OCCO1	-25%	-1%	-0.7%	i	0.7	13%	0.4%	-4%	0%	-15%
CCOP(=O)(c1c(F)c(F)c(F)c(F)c1F)C1(O)CCCCC1 (stereo not drawn)	-3%	3%	2.8%	i	1.4	1%	-3.0%	-12%	4%	-10%
O=C(NCCc1ccccc1)C1CCC(Cn2c(=O)c3ccccc3n(Cc3cccc(F)c3)c2=O)CC1 (stereo not drawn)	11%	0%	-0.3%	i	0.5	-7%	1.8%	-5%	-8%	-44%
O=C(OCc1nnc(-c2ccccc2)o1)c1cc(Cl)ccc1[N+](=O)[O-]	25%	-2%	-2.4%	i	0.6	1%	-0.5%	-2%	-23%	-24%
COc1ccc(OC)c(/C=N/NC(=O)CSc2cc(C)nc3c(OC)cccc23)c1	-47%	0%	4.9%	i	0.3	1%	-0.2%	-12%	14%	-22%
Cc1[nH]c(=O)[nH]c(=O)c1S(=O)(=O)NCCOC12CC3CC(CC(C3)C1)C2	-33%	2%	2.7%	i	2.5	-9%	-4.3%	-2%	2%	2%
CCOc1cc(/C=C2\N=C(C)OC2=O)cc(Br)c1OCCc1ccccc1	-22%	-7%	18%	i	1.8	0%	4.1%	11%	-8%	25%
CC(=O)Nc1nc2c(c3c1c(=O)oc1ccccc13)CC(C)CC2 (stereo not drawn)	-10%	0%	-1.9%	·	·	-18%	-5.1%	-8%	5%	11%
CCCOc1c(Br)cc(C(=O)NCC)cc1OC	-4%	-6%	-1.7%	i	0.6	13%	-3.9%	-8%	13%	2%
CC1(C)CC(=O)C(C2=NC3(CCCCC3)Cc3ccccc32)=C(O)C1	1%[20 µM]	6%	-0.6%	i	0.8	2%	·	-1%	20%	-15%
CCOC(=O)c1cc(-c2ccccc2)sc1NC(=S)Nc1cccc(C)n1	16%	-3%	-1.8%	i	1.0	5%	-3.7%	6%	3%	-22%
COc1ccc(Nc2ccccc2NC(=O)c2ccccc2Br)cc1	7%	-5%	-1.6%	i	0.9	20%	-1.3%	-2%	11%	-17%
Cc1cc(C(=O)N2CCN(CCc3ccccc3)CC2)no1	26%	5%	-0.3%	i	8.8	20%	-0.2%	-3%	-2%	-6%
Cc1ccc2nc(NCC(=O)O)nc(-c3ccccc3)c2c1	12%	0%	-1.9%	i	1.0	-1%	0.3%	-6%	28%	14%
CC(=O)N1CCN(c2ccc(NC(=S)NC(=O)/C=C/c3ccccc3)cc2)CC1	0%	-5%	-2.1%	·	·	4%	3.6%	-1%	19%	-23%
COc1ccc(NC(=O)C2=CC(c3ccc(C)cc3)=NS(=O)(=O)N2C)cc1OC	6%[20 µM]	1%	-1.6%	i	2.9	·	-3.8%	1%	25%	-14%
CCOC(=O)NC(=O)c1cn(N(C)c2ncc(C(F)(F)F)cc2Cl)c(=O)[nH]c1=O	-3%	16%	-0.3%	i	0.4	0%	-3.6%	3%	6%	-24%
O=C(/C=C/c1cccc(C(F)(F)F)c1)Nc1cccc(C(F)(F)F)c1	-28%	5%	1.9%	i	8.8	9%	-2.6%	-2%	29%	76%*
O=C(Nc1ccc(N2CCCCC2)cc1)c1ccc2c(c1)OCCO2	8%	5%	2.5%	i	2.5	-3%	-2.2%	-7%	-78%	-7%
COc1ccc(-n2c(=S)[nH]c3cc(C(=O)Nc4ccc(F)cc4)ccc3c2=O)c(OC)c1	-17%	8%	-0.9%	·	·	10%	2.5%	-2%	19%	12%
CC1CC(N(C(=O)C2CC2)c2ccccc2)c2ccccc2N1C(=O)C1CC1 (stereo not drawn)	14%	-3%	23%	i	1.4	5%	-0.3%	-8%	7%	4%
CCc1nc2nc(C)c(NS(=O)(=O)c3ccc(Cl)cc3)c(=O)n2[nH]1	-5%	0%	3.3%	i	0.1	-4%	5.7%	-4%	-14%	3%
COc1ccccc1CNC(=O)[C@@H](NC(=O)C1CCN(C(=O)[C@@H]2CCCN2C(=O)OC(C)(C)C)CC1)C(C)C	-29%[20 µM]	3%	-0.6%	i	3.0	·	-5.9%	-7%	7%	-14%
Cc1cccc2cc3c(N)c(C(=O)N4CCc5ccccc54)sc3nc12	-9%	8%	22%	+	0.6*	3%	2.5%	1%	-15%	-23%
Cc1ccc(NC(=O)CN(C)C(=O)Cn2cc(C(F)(F)F)cc(Cl)c2=O)cc1	-23%	-9%	-1.3%	i	0.4	-3%	-1.1%	-11%	14%	6%
Cc1cc(NC(=O)CSc2nnc(-c3ccncc3)n2-c2ccc(F)cc2)no1	-22%	2%	-1.4%	i	1.3	-7%	2.2%	-2%	-2%	-10%
O=C(NCc1ccc(Cl)cc1)c1nccnc1CO	25%	-8%	-1.3%	i	0.1	4%	-1.9%	0%	-21%	-11%
O=[N+]([O-])c1cc(S(=O)(=O)NCCN2CCOCC2)ccc1Cl	-5%	6%	1.0%	i	1.9	2%	-2.1%	-10%	-12%	-40%
CCn1c(=O)c2ccccc2n2c(SCC(=O)N3CCc4ccccc4C3)nnc12	-29%	-8%	1.4%	i	1.4	7%	0.8%	-6%	-4%	-17%
COc1ccc(S(=O)(=O)N2CCCCCC2)cc1C(=O)OC(C)C(N)=O (stereo not drawn)	4%	4%	0.6%	i	0.8	·	-3.8%	-5%	9%	0%
O=S(=O)(Nc1nnc(C2CC2)s1)c1ccccc1	10%	5%	-0.5%	i	0.6	-2%	5.9%	-7%	11%	-6%
CC(=O)c1ccc(NC(=O)CCCN2C(=O)/C(=C/C(C)=C/c3ccccc3)SC2=S)cc1	34%	2%	3.3%	i	0.6	10%	-1.6%	2%	-56%	-5%
Cc1ccc(-c2c(C(=O)N/N=C/c3cccc(Cl)c3)nnn2-c2nonc2N)cc1	-8%	2%	1.2%	i	0.3	1%	1.9%	1%	9%	5%
O=S(=O)(NCCCN1CCN(c2ccccc2F)CC1)c1cccc2cccnc12	35%	2%	-0.8%	i	3.4	6%	-8.8%	-2%	-4%	8%
COc1ccc(NC(=O)CN(C)S(=O)(=O)c2ccc(C)cc2)c([N+](=O)[O-])c1	-23%	5%	10%	i	0.7	-10%	-3.1%	-10%	13%	-1%
CC(C)CN(CC(C)C)C1=N/C(=C\c2ccco2)C(=O)N1c1ccccc1	5%	-6%	50%	·	·	4%	0.5%	-8%	17%	25%

Fetched by structure from the list above (2):
SMILES	KOR beta-arrestin-1	SIAH1 antagonists	HIV fusion peptide	Myeloid diff 2	Myeloid diff 2 GFP+ MAC1+ %	PhoP inhibition	KOR beta-arrestin-2	LYP inhibition	NOD2 inhibition	NOD1 inhibition
Cc1cc(C(=O)N2CCN(CCc3ccccc3)CC2)no1	26%	5%	-0.3%	i	8.8	20%	-0.2%	-3%	-2%	-6%
COc1ccc(NC(=O)CN(C)S(=O)(=O)c2ccc(C)cc2)c([N+](=O)[O-])c1	-23%	5%	10%	i	0.7	-10%	-3.1%	-10%	13%	-1%

Not all compounds are listed; the hit share may differ from the screen's.
